Compound activity (PubChem)
A3G deaminase: inhibitors of human APOBEC3G DNA deaminase; Q9HC16; recombinant A3G, ssDNA deamination FAM/TAMRA fluorescence; inhibition, % at 20 µM; hit rate 0.28% among 330,000; AID 493012;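 active = inhibition of at least 40% at 20 µM, with no more than 30% in the related APOBEC3A deaminase screen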;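 note: plate controls were DMSO wells with A3G for no effect and wells lacking A3G enzyme for full effect; some compounds called inactive have numbers as strong as hits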
ATG4B inh: inhibitors of human ATG4B cysteine protease | hit rate 0.51% among 340,000 | ATG4B cleavage of LC3-PLA2, NBD-HPC fluorescence, 1 h | inhibition, % at 8.33 µM | Q9Y4P1 | AID 504462; in the data active = inhibition above about 40%
Target sequence (Q9Y4P1 whole entry, looked up): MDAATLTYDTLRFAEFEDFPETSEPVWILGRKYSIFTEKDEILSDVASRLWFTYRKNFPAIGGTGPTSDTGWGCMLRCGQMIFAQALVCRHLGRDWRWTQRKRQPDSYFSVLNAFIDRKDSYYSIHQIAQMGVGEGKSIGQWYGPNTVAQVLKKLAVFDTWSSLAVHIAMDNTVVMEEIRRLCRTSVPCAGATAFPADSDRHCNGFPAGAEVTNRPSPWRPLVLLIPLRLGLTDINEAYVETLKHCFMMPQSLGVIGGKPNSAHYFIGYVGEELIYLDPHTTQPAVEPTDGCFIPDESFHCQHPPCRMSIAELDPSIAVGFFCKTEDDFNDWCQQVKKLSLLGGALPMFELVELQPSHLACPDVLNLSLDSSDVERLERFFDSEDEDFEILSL
hIAP block: blocks human intestinal alkaline phosphatase | P09923 | purified IAP, CDP-Star luminescence, 30 min | inhibition, % at 10 µM | hit rate 0.12% among 330,000 | AID 2544;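 active = inhibition reaching a set limit with compound at 10 µM in the primary screen, cut at about 35% in these data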;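 note: plate controls were DMSO wells with enzyme for no effect and no-enzyme buffer wells for full effect; values of inactives mirror those of a sister screen read the other way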
Target sequence (P09923 whole entry, looked up): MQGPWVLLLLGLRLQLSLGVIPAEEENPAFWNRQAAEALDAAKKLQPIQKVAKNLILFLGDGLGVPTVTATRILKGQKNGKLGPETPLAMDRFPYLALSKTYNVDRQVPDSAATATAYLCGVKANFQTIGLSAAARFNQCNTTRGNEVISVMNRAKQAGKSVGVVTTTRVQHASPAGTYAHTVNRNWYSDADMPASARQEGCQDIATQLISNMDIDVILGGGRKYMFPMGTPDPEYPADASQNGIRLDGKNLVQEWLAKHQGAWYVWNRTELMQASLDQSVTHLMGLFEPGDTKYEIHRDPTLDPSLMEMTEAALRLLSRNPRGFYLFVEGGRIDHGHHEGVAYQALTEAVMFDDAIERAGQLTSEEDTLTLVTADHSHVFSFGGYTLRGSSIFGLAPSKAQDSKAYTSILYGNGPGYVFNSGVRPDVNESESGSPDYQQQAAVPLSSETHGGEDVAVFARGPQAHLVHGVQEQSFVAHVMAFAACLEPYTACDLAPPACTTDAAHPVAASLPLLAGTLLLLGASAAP
A3A deaminase: blocks human APOBEC3A ssDNA deamination; recombinant A3A, FAM/TAMRA ssDNA deamination fluorescence; inhibition, % at 20 µM; hit rate 0.41% among 330,000; AID 493011;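 active = at least 40% inhibition at 20 µM here, with at most 30% in a related deaminase screen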;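 note: plate controls were A3A with DMSO for no effect and wells lacking A3A enzyme for full effect; some results filed as inactive read as strong as hits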
MPTP block: blocks calcium-induced mitochondrial swelling; isolated mouse mitochondria, Ca2+ swelling absorbance, 30 min; inhibition, % at 10 µM; hit rate 1.4% among 360,000;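 active = inhibition of 50% or more, scaled per plate between neutral and stimulator controls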;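 note: 0% = DMSO wells given calcium and 100% = 1 mM EGTA wells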
mIAP activ: increases mouse intestinal alkaline phosphatase activity. AID 2805. hit rate 0.24% among 330,000. muIAP, CDP-Star luminescence, 30 min; stronger effect = higher value; 1 = vehicle-only enzyme signal, 0 = enzyme-free wells. activation factor at 10 µM;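 active = activation factor of at least 2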; note: the source names both 10 and 20 µM as test concentration; values of inactives mirror those of a sister screen read the other way
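System: Mouse IAP enzyme | Also added: CDP-Star substrate | Dosing: Compounds dispensed in DMSO | Schedule: 30 min enzyme-substrate-compound incubation at room temperature | Technique: Chemiluminescence readout | Control set: DMSO-only wells and no-enzyme negative control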
mIAP inh: mouse IAP inhibition; purified mouse IAP, CDP-Star luminescence, 30 min; inhibition, % at 10 µM; hit rate 0.2% among 330,000; AID 2806;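 active = inhibition of at least 40% at 10 µM in the primary screen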;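 note: plate controls were DMSO with enzyme for no effect and no enzyme wells for full effect; values of inactives mirror those of a sister screen read the other way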
beta cell repl: MIN6 beta-cell proliferation induction. MIN6 cells proliferation, ATPlite luminescence, 48 h; cells starved in 0.2% serum; 100% = growth in 10% serum. proliferation, % at 10 µM. hit rate 0.29% among 330,000. AID 2380;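 active = compounds whose signal lies at least 3.5 SD above the mean of all wells on their plate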;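 note: 0% = DMSO-treated cells in low-serum medium and 100% = 10% serum control; some compounds called inactive have numbers as strong as hits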
hIAP activ: increases human intestinal alkaline phosphatase activity; hit rate 0.16% among 330,000; purified human IAP, CDP-Star luminescence, 30 min; stronger effect = higher value; 1 = vehicle-only enzyme, 0 = enzyme-free background; AID 2524; activation factor at 10 µM;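 active = activation factor of the enzyme at least 2-fold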; note: the source names both 10 and 20 µM as test concentration; values of inactives mirror those of a sister screen read the other way
* marks the source's active call; other numbers are inactive results; · = not tested or not shown. Outcome played no part in choosing rows. About 3.3% of those tested had a hit in this group.

SMILES	A3G deaminase	ATG4B inh	hIAP block	A3A deaminase	MPTP block	mIAP activ	mIAP inh	beta cell repl	hIAP activ
O=C(c1ccc2ccccc2c1)N1CCc2ccccc21	-6	17	11	4	-1.8	1.1	-7	0	0.89
O=C(Nn1cnnc1)c1ccncc1	-2	-9	-12	-4	-0.2	1.1	-14	-1	1.1
CCc1ccc(OCC(=O)Nc2ccncc2)c(Br)c1	-5	1	-14	-6	79*	0.97	2	0	1.1
Cc1ccc(C)c(N2CCN(C(=O)CCNS(=O)(=O)c3ccc4c(c3)oc(=O)n4C)CC2)c1	-9	-17	-12	2	-1.5	0.94	6	-1	1.1
O=C(Nc1ccc2c(c1)CCC2)c1cnccn1	2	-3	-13	1	1.4	1.1	-14	-2	1.1
O=C1C=CN2CCCC2CC1 (stereo not drawn)	-6	9	13	-3	0.2	0.94	6	-5	0.87
Cc1nc([N+](=O)[O-])nn1C12CC3CC(CC(Cl)(C3)C1)C2	-4	0	-12	0	2.0	0.89	11	4	1.1
O=S(=O)(NC1CCCCC1N1CCOCC1)c1ccc(Cl)cc1 (stereo not drawn)	-4	-6	-18	0	-0.8	0.98	2	-3	1.2
COc1ccc(COC(=O)C2=C(C)NC(=O)NC2c2ccc(O)cc2)cc1 (stereo not drawn)	-2	3	19	4	-1.0	0.97	3	2	0.81
CC(=O)c1cc(-c2ccccc2)n(CCC(=O)NC2CCCCCC2)c1C	-1	-4	-7	5	1.4	0.99	1	0	1.1
Clc1ccc(Nc2ccc(Cl)nn2)cc1	-12	0	2	-4	6.8	1	-1	-1	0.97
COc1cc(O)c2c(=O)c(-c3ccc(O[C@@H]4O[C@H](CO)[C@@H](O)[C@H](O)[C@H]4O)cc3)coc2c1	-5	3	2	-1	-0.9	1.1	-6	-3	0.98
Cc1ccc(NC(=O)c2ccc(Cl)c(N3C(=O)CCC3=O)c2)cc1	-2	-3	-2	2	-0.1	1	-3	-1	1
COc1ccccc1Oc1c(C)oc2c(CN3CCN(CCO)CC3)c(O)ccc2c1=O	1	4	2	-1	·	1.1	-7	-6	0.98
Cc1nn(-c2ccccc2)c(C)c1NC(=O)COC(=O)CCc1ccccc1	-6	-2	-31	4	0.0	0.91	9	4	1.3

Part of the list above in order of count of non-hydrogen atoms, rising.
SMILES	A3G deaminase	ATG4B inh	hIAP block	A3A deaminase	MPTP block	mIAP activ	mIAP inh	beta cell repl	hIAP activ
O=C1C=CN2CCCC2CC1 (stereo not drawn)	-6	9	13	-3	0.2	0.94	6	-5	0.87
O=C(Nn1cnnc1)c1ccncc1	-2	-9	-12	-4	-0.2	1.1	-14	-1	1.1
Clc1ccc(Nc2ccc(Cl)nn2)cc1	-12	0	2	-4	6.8	1	-1	-1	0.97
O=C(Nc1ccc2c(c1)CCC2)c1cnccn1	2	-3	-13	1	1.4	1.1	-14	-2	1.1
CCc1ccc(OCC(=O)Nc2ccncc2)c(Br)c1	-5	1	-14	-6	79*	0.97	2	0	1.1
O=C(c1ccc2ccccc2c1)N1CCc2ccccc21	-6	17	11	4	-1.8	1.1	-7	0	0.89
O=S(=O)(NC1CCCCC1N1CCOCC1)c1ccc(Cl)cc1 (stereo not drawn)	-4	-6	-18	0	-0.8	0.98	2	-3	1.2
Cc1ccc(NC(=O)c2ccc(Cl)c(N3C(=O)CCC3=O)c2)cc1	-2	-3	-2	2	-0.1	1	-3	-1	1
COc1ccc(COC(=O)C2=C(C)NC(=O)NC2c2ccc(O)cc2)cc1 (stereo not drawn)	-2	3	19	4	-1.0	0.97	3	2	0.81
Cc1nn(-c2ccccc2)c(C)c1NC(=O)COC(=O)CCc1ccccc1	-6	-2	-31	4	0.0	0.91	9	4	1.3
COc1cc(O)c2c(=O)c(-c3ccc(O[C@@H]4O[C@H](CO)[C@@H](O)[C@H](O)[C@H]4O)cc3)coc2c1	-5	3	2	-1	-0.9	1.1	-6	-3	0.98
Cc1ccc(C)c(N2CCN(C(=O)CCNS(=O)(=O)c3ccc4c(c3)oc(=O)n4C)CC2)c1	-9	-17	-12	2	-1.5	0.94	6	-1	1.1

Next structures follow.
SMILES	A3G deaminase	ATG4B inh	hIAP block	A3A deaminase	MPTP block	mIAP activ	mIAP inh	beta cell repl	hIAP activ
CCc1ccccc1NC(=O)C1(S(=O)(=O)c2ccc(C)cc2)CC1	-8	-2	-7	-5	1.1	1	-2	0	1.1
O=S1(=O)CCOC[C@H](c2ccccc2)N1Cc1ccccc1F	-4	8	12	0	0.4	1.1	-10	-2	0.89
CN1CCN(C(=O)c2cc(COc3c(F)cccc3F)on2)CC1c1ccccc1 (stereo not drawn)	0	7	-2	-1	-0.8	1	0	1	1
S=C(NCc1ccccn1)Nc1ccc(Cl)cc1	0	6	-4	-2	-4.3	1.1	-7	-4	1
Cc1cccc(/C(N)=N/OC(=O)c2ccco2)c1	-2	-2	6	-3	-0.8	0.98	2	-1	0.94
Cc1cccc(C(=O)N2CCCC(Nc3ccc(C(C)C)cc3)C2)n1 (stereo not drawn)	-7	22	-15	-5	0.4	0.98	2	2	1.1
C[C@@H]1CN([C@@H](C)CO)C(=O)c2cc(NS(=O)(=O)c3cccs3)ccc2O[C@H]1CN(C)Cc1ccc(C(F)(F)F)cc1	1	-18	-4	4	-0.2	0.95	5	-5	1
Nc1c(C(=O)N2CCOCC2)sc2nc3c(cc12)CCC3	-6	-2	-9	-7	-0.6	1.2	-15	-3	1.1
Cc1noc(C)c1S(=O)(=O)N1CCC(C(=O)NCCCN2CC(C)CC(C)C2)CC1 (stereo not drawn)	-4	1	-6	-4	-2.5	1	-1	0	1.1
O=C(N/N=C/c1cc([N+](=O)[O-])cc([N+](=O)[O-])c1O)C(O)(c1ccccc1)c1ccccc1	-6	29	-42	-3	-0.9	0.72	28	5	1.4
CC(C)CNC(=O)c1cccc(C(=O)NCC(C)C)c1	-10	7	28	0	-0.9	0.9	10	1	0.72
CC(NC(=O)CNC(=O)c1ccccc1F)c1ccc(-n2ccnc2)cc1 (stereo not drawn)	-10	-5	-6	-5	0.0	1.1	-12	-5	1.1
COc1ccc(-n2c(=O)[nH]c3cc(C(=O)NCCc4ccccc4)ccc3c2=O)cc1OC	3	-8	11	-3	0.7	1	-2	-4	0.89
CC(C)NC(=O)c1ccccc1-c1ccccc1	-8	5	1	23	0.7	0.86	14	-1	0.99
C/C(=N\Nc1ccc(C(F)(F)F)cn1)c1ccncc1	-2	4	4	-8	-0.9	1.1	-10	1	0.95
Cc1n[nH]c(C)c1CCC(=O)N/N=C/C=C/c1ccccc1	-3	12	2	-1	0.2	0.92	8	-3	0.98
Cc1ccc([N+](=O)[O-])cc1NC(=O)C(C)NS(=O)(=O)c1ccc(F)cc1 (stereo not drawn)	-8	-2	-6	-2	-0.6	0.97	3	-3	1.1
CCC(C)NC(=O)COC(=O)c1cc([N+](=O)[O-])ccc1Sc1nc(C)cs1 (stereo not drawn)	3	4	-6	1	-2.6	1.1	-10	-2	1.1
Cc1ccc2[nH]c(-c3ccccc3)c(CN3CCN(C)CC3)c(=O)c2c1	-5	-18	12	-3	-1.3	0.89	11	-1	0.88
Nc1nonc1-n1nnc(C(=O)N/N=C/c2cccc(Cl)c2)c1CN1CCCC1	-3	6	16	0	-0.3	0.9	10	-1	0.84
COc1ccc(C2SCC(=O)N2c2c(C)n(C)n(-c3ccccc3)c2=O)c(OC)c1 (stereo not drawn)	0	-6	19	1	-1.2	1	-5	0	0.81
C=CCn1c(SCCC#N)nnc1-c1ccncc1	-5	7	6	-2	0.4	0.94	6	1	0.94
c1ccc(N2CCN(c3cnccn3)CC2)nc1	-3	-2	4	-2	-0.1	1.1	-6	-5	0.96
CC(=O)Nc1ccc(S(=O)(=O)N2CCN(c3nc(C)cc(C)n3)CC2)cc1	-4	-11	-5	-2	2.7	1.1	-6	-2	1.1
CCN1CCN(CCCNC(=O)CCC(=O)N2CCOc3ccc(Cl)cc32)CC1	-5	2	0	-1	-0.4	1	0	5	1
COc1ccc(CC2(CO)COc3ccccc3C2=O)cc1 (stereo not drawn)	2	1	18	3	2.7	0.97	3	1	0.82
Cc1cc(Cl)ccc1NC(=O)CSc1n[nH]c(N)n1	-2	0	-14	-2	-0.1	0.9	10	0	1.1
Nc1cc(=O)[nH]c(SCC(=O)NCC2CCCO2)n1 (stereo not drawn)	-4	4	-2	3	0.0	0.91	9	-3	1
CCN(c1ccccc1)S(=O)(=O)c1ccc(Oc2ccc([N+](=O)[O-])cc2)nc1	-4	-12	-2	1	-0.5	0.96	4	-3	1
Cc1ccc2sc(C)[n+](CCCS(=O)(=O)[O-])c2c1	-8	1	-13	-4	0.0	0.97	3	0	1.1
Cc1c(NC(=S)NCc2ccc(F)cc2)cccc1[N+](=O)[O-]	-2	77*	20	1	96*	0.92	8	3	0.8
O=C1N[C@@H](Cc2ccccc2)C(=O)N2[C@H]1C[C@]1(Br)c3ccccc3N(S(=O)(=O)c3ccccc3)[C@H]21	7	-1	-4	3	-2.9	0.94	6	-3	1
CCCCNC(=O)CS(=O)Cc1nc(-c2cccc(C)c2)oc1C (stereo not drawn)	-4	-6	-4	-5	-0.6	0.94	6	7	1
Cc1ccc(S(=O)(=O)Nc2cccc(C(=O)NCCCN3CCOCC3)c2)cc1F	-10	-1	-11	-3	-0.4	1	-2	-5	1.1
O=C(NC1CC1)c1ccc2c3c(cccc13)CC2	-6	1	14	-6	-8.2	1.1	-5	-1	0.86
CCCC(C)NC(=O)CSc1nc(-c2ccccc2)cn1N (stereo not drawn)	-7	0	6	7	0.2	1	-1	-2	0.94
COc1ccc(-c2noc(CN(Cc3nccn3C)C(C)C)n2)cc1	0	-4	-7	2	2.5	0.98	2	2	1.1
Cc1cccc(N2CCN(C(=O)c3ccc(S(=O)(=O)N(C)c4ccccc4)cc3)CC2)c1C	40	-3	9	73	-0.5	0.89	11	-6	0.91
COc1cc(C)c(CN2CCN(c3ncccn3)CC2)cc1C	-7	2	-11	-5	1.3	0.94	6	-3	1.1
N#CCCN(C(=O)COC(=O)c1ccc2c(c1)NC(=O)CS2)c1ccc2c(c1)OCCO2	-3	-1	3	2	0.6	0.99	1	0	0.97
Cn1ncc(Br)c1C(=O)NC1C2CC3CC(C2)CC1C3 (stereo not drawn)	-6	-9	-20	-1	-1.0	1.1	-12	-3	1.2
CCCCCc1cc(=O)oc2c(C(CCN3CCCCC3)c3ccc4c(c3)OCO4)c(OC)cc(OC)c12 (stereo not drawn)	-7	28	5	-3	0.8	1	-4	-7	0.95
COc1cc2c(cc1OC)C(=O)N1[C@H]3c4cc(C)ccc4OC[C@@H]3[C@H](c3ccccc3)[C@]1(C)C(=O)N2	-1	-4	-17	-2	-1.6	0.95	5	-6	1.2
